TDP-43 yeast inh – TDP-43 toxicity inhibition in yeast; TDP-43 expressing yeast growth rescue, BacTiter-Glo, 24 h; Potency, µM (highest dose often 46.1 µM), for inactives: top-dose growth rescue (activation), most hits filed as activators; 1.8% of 410,000 active; AID 652104; also: potency is read from the fitted curve at half-maximal effect; % of control where 0% means no effect; nearly all actives have a fitted effect of over 50% in size
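Yeast expressing TDP-43 (pregrown in raffinose, seeded at OD600=0.02 in galactose medium) exposed to compounds 24 hr at 30 deg C. Growth read by BacTiter-Glo luminescence; rescue of toxicity appears as increased signal.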
aSyn rescue – alpha-synuclein toxicity inhibition in yeast; Potency, µM (doses to about 46.1 µM), without a hit: at the top dose growth rescue (activation), usual class: activators; AID 652106; 0.14% of 370,000 active; Yeast expressing alpha-synuclein, growth rescue, BacTiter-Glo, 24 h; also: potency is read from the fitted curve at half-maximal effect; % of control where 0% means no effect; nearly all actives have a fitted effect of over 65% in size
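Galactose-induced alpha-syn yeast (OD600=0.02, raffinose-pregrown) + pinned cpd, 24 hr, 30 deg C; growth by BacTiter-Glo luminescence. Growth restoration scores as activation.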
FUS suppressor – suppressors of FUS proteinopathy in yeast; S. cerevisiae FUS-expressing, growth rescue, OD600, 24 h; Potency, µM (doses to about 76.6 µM), without a hit: top-dose growth rescue (activation), actives largely listed as activators; 0.24% of 390,000 active; AID 1347120;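 also: potency is read from the fitted curve at half-maximal effect; plate controls were DMSO vehicle for no effect and reference control for full effect; nearly all actives have a fitted effect of over 55% in size; some results filed as inactive show a strong effect at the top dose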
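FUS-expressing yeast, raffinose-pregrown, induced in 2% galactose minimal medium at OD 0.005; compounds in a dilution series, 24hr at 30C. Growth restoration read as absorbance at 600 nm. CP55940 positive control, DMSO negative.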
EPAC2 antag – EPAC2 (human) antagonism | Q8WZA2 | 0.18% of 360,000 active | Potency, µM (doses to about 114 µM), inactives show at the highest dose activity, negative = inhibition, most hits filed as inhibitors | EPAC2 GEF exchange of Rap1B-BODIPY-GDP, fluorescence; also: potency is read from the fitted curve at half-maximal effect; % is scaled to controls: 0 for no effect and ±100 for the full control effect; nearly all actives have a fitted effect of over 45% in size; many of its hits are not listed in these tables
Target sequence (Q8WZA2 whole entry, looked up): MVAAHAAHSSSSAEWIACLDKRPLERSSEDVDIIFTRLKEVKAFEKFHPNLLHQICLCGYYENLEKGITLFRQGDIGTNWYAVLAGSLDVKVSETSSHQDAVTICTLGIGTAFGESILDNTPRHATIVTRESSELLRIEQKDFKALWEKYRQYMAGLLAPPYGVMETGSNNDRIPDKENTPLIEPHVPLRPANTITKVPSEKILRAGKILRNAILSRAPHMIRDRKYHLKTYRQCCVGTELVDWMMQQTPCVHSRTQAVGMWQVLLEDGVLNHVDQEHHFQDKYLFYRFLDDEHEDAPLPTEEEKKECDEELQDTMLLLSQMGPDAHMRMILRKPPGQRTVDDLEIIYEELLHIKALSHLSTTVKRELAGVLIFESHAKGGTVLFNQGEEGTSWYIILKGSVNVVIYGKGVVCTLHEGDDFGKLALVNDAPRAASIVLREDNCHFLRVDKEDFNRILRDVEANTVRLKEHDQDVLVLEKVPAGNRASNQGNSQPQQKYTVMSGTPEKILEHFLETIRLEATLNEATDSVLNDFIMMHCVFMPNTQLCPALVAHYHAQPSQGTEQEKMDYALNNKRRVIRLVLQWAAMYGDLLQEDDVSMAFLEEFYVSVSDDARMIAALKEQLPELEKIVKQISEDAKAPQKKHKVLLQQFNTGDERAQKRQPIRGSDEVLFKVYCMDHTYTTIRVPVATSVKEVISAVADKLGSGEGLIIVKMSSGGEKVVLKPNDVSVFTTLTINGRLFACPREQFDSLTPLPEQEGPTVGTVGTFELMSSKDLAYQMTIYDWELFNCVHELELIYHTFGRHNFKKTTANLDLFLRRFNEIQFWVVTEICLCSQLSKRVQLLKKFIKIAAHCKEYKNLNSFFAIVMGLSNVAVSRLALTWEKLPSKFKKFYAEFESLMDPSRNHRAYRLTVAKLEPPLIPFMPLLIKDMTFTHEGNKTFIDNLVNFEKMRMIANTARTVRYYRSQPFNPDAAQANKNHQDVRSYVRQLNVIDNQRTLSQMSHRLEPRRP
D3 antag – antagonists of human D3 dopamine receptor; P35462; max response, negative = inhibition, %; 2.5% of 360,000 active; AID 652054; D3R cells, DiscoveRx beta-arrestin luminescence, antagonist mode; active compounds read low; in the data active = max response below about -50%; inconclusive = no clear call, values can overlap the other calls; also: % is scaled to controls: 0 for no effect and ±100 for the full control effect; mostly tested at two doses, the higher about 12 µM
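Cells plated overnight at 1500 cells/well, then exposed to library compounds with dopamine controls for 90 minutes at 37 degrees C. DiscoveRx reagent added for 30–60 minutes at room temperature; luminescence read, quantitative HTS format.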
EPAC2 agonist – EPAC2 (human) agonism; Q8WZA2; EPAC2 activation, biochemical qHTS; response scale: 100% = 6.5 mM cAMP response; Potency, µM (doses to about 154 µM), inactives show at the highest dose activation, most hits filed as activators; 0.079% of 360,000 active; also: potency is read from the fitted curve at half-maximal effect; nearly all actives have a fitted effect of over 50% in size
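qHTS, titration series. 100 nM EPAC2 / 250 nM Rap1B-BODIPY-GDP / 50 uM GDP; RT; ex 480/em 540 nm, 5-min reads to 30 min. Norm. to 6.5 mM cAMP = activation.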
DRD3 agonist – activates the human D3 dopamine receptor; D3R DiscoveRx beta-arrestin cells, luminescence, 90 min; max activation, %; 0.58% of 410,000 active; in the data active = max activation above about 30%; also: 0% is about no effect; mostly tested at two doses, the higher about 12 µM
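Cells at 1500/well, incubated overnight, then treated with pinned compounds (dopamine as control) for 90 min at 37 degrees C. DiscoveRx reagent added for 30 - 60 minutes at room temperature; luminescence read.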
Abeta rescue – restores growth of yeast expressing A-beta42 peptide | 0.063% of 410,000 active | yeast expressing A-beta42, growth rescue, OD600, 48 h; response scale: 0% DMSO, 100% iron-clioquinol control | AID 1347071 | Potency, µM (top dose mostly 46.1 µM), for the others: at the top dose growth rescue, most hits filed as activators; also: potency is read from the fitted curve at half-maximal effect; nearly all actives have a fitted effect of over 55% in size
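Yeast A-beta toxicity model in growth medium with pinned compounds, 48 h at 30 C; growth read as absorbance at 600 nm. Normalized to FeCl3/clioquinol equimolar mix (positive) and DMSO (negative).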
Active calls of the source: *; ? = inconclusive; . = not tested or not shown; [ ] = dose if it differs, or a comment. Unless noted, calls follow the shape of the dose curve; as a rule, active = well fitted curve in the direction sought with a large enough effect; inconclusive = small, poorly fitted or top-dose-only effect, or another doubt; inactive = no such curve, though single readings can be large; an effect the other way counts as inactive or inconclusive. These rows are one share of the data; count on the stated rates, not on these rows.

SMILES	TDP-43 yeast inh	aSyn rescue	FUS suppressor	EPAC2 antag	D3 antag	EPAC2 agonist	DRD3 agonist	Abeta rescue
CCOC(=O)c1c(NC(C)=O)sc2c1CCN(Cc1ccccc1)C2	-1%	0%	-20%	-12%	-19	6%	-12	-17%
O=C(COC(=O)c1cccc(Br)c1)NCc1ccco1	4%	1%	14%	12%	4	-7%	-2	4%
O=C(O)c1cc(NC(=O)c2ccccc2F)cc(NC(=O)c2ccccc2F)c1	-8%	0%	-8%	-8%	13	1%	1	2%
Cc1ccccc1CS(=O)(=O)CCC(=O)NCCCN1CCN(c2ccccc2F)CC1	0%	2%	-7%	-3%	-60*	11%	3	5%
Cc1scc(C(=O)NCc2ccco2)c1-c1ccccc1	0%	4%	30%	6%	8	-8%	-14	?
COc1cc(C(=O)OCc2cc(=O)n3nc(C4CCCCC4)sc3n2)cc(OC)c1OC	14%	.	7%	.	.	.	2	-9%
CC(C)CCNC(=O)COc1ccc2c3c(c(=O)oc2c1)CCC3	-11%	-6%	25%	4%	6	-6%	-25	13%
Cc1ccc2nc3nc(NCC4CCCO4)c(C(=O)NC4CCCC4)cc3c(=O)n2c1 (stereo not given)	-6%	-1%	22%	17%	-4	-3%	-8	-3%
CCCC(=O)NC(=S)Nc1cc(-c2nc3ncccc3o2)ccc1C	16%	0%	-17%	-4%	19	-9%	-9	6%
CCCCc1ccc(NC(=O)c2c(C)noc2C)cc1	14%	1%	14%	0%	1	11%	-1	29%
COC(=O)c1ccccc1NS(C)(=O)=O	4%	4%	-18%	5%	1	6%	1	5%
CCOc1ccc(NC(=O)C(C)Sc2nnc(C)n2C)cc1 (stereo not given)	5%	4%	-18%	0%	-16	6%	1	2%
O=c1c(Br)c(N2CCOCC2)cnn1-c1ccccc1	17%	-2%	-32%	8%	20	1%	2	-3%
CCOC(=O)C1CCN(c2nc(N)c3c(N)nc(SCC(=O)O)cc3c2C#N)CC1	0%	-1%	35%	0%	-17	10%	1	23%
CC1(C)CC(=O)C2=C(C1)N=C1c3ccccc3C(=O)C1C2c1ccc(Cl)cc1 (stereo not given)	2%	0%	25%	-9%	?	6%	-5	-5%
Cc1ccccc1NC(=O)CSc1ccc2nnc(-c3ccccn3)n2n1	5%	0%	18%	2%	3	1%	4	1%
CCOc1ccccc1NC(=O)NC1(C(=O)NCC2CCCO2)CCCCC1 (stereo not given)	2%	-6%	0%	3%	6	6%	11	-9%
CNC(=O)/C(C#N)=C1/SC(Cc2ccc(F)cc2)C(=O)N1c1ccccc1 (stereo not given)	-4%	1%	-4%	0%	6	8%	5	16%
COc1ccc(N2CCN(Cc3nc4c(c(=O)n(C)c(=O)n4C)n3C(C)C(C)=O)CC2)cc1 (stereo not given)	-14%	-2%	-10%	-3%	-18	12%	8	-2%
CC(Sc1nnc2ccc3ccccc3n12)C(=O)Nc1ccc(Cl)cc1 (stereo not given)	15%	.	-3%	.	.	.	12	0%

An excerpt from above in order of heavy-atom count, highest first.
SMILES	TDP-43 yeast inh	aSyn rescue	FUS suppressor	EPAC2 antag	D3 antag	EPAC2 agonist	DRD3 agonist	Abeta rescue
CCOC(=O)C1CCN(c2nc(N)c3c(N)nc(SCC(=O)O)cc3c2C#N)CC1	0%	-1%	35%	0%	-17	10%	1	23%
CC1(C)CC(=O)C2=C(C1)N=C1c3ccccc3C(=O)C1C2c1ccc(Cl)cc1 (stereo not given)	2%	0%	25%	-9%	?	6%	-5	-5%
Cc1ccccc1NC(=O)CSc1ccc2nnc(-c3ccccn3)n2n1	5%	0%	18%	2%	3	1%	4	1%

Next section.
SMILES	TDP-43 yeast inh	aSyn rescue	FUS suppressor	EPAC2 antag	D3 antag	EPAC2 agonist	DRD3 agonist	Abeta rescue
CCOc1ccc(-c2nnc(SCC(=O)NCc3ccc(C)cc3)nc2-c2ccc(OCC)cc2)cc1	10%	.	18%	.	.	.	-14	-16%
CCN(C(=O)c1cc2ccccc2oc1=O)c1ccccc1	9%	4%	-12%	12%	11	10%	-2	13%
CCn1nc(NS(=O)(=O)c2ccccc2)c2cc3ccccc3nc21	2%	2%	-15%	-12%	-6	-3%	-2	2%
COc1ccc(CN2CCNC(=O)C2CC(=O)NCCC2=CCCCC2)c(F)c1 (stereo not given)	7%	14%	33%	-4%	-5	1%	-5	21%
CCn1c(/N=C/c2c[nH]c3ccccc23)nc2ccccc21	-2%	-4%	22%	-16%	-13	7%	13	12%
Cn1c(=O)cc(OCC(=O)NCCc2ccc(Cl)cc2)c2ccccc21	2%	4%	12%	5%	-6	5%	8	1%
N#Cc1cc([N+](=O)[O-])ccc1NC(=O)COC(=O)C1CC2CCCC(C1)C2=O (stereo not given)	5%	-1%	-8%	4%	-8	4%	3	2%
Cc1nnsc1NC(=O)OCC(C)(C)C	20%	4%	-52%	-3%	-13	9%	-8	-1%[9.22 µM]
CC(C)CNC(=S)Nc1ccc(F)cc1	20%	3%	.	9%	18	-3%	3	31%
O=C(NCCC(=O)N(CCc1ccccc1)Cc1ccccc1)c1ccc([N+](=O)[O-])cc1	21%	15%	27%	-2%	4	4%	1	15%
CCOC(=O)N1CCN(C(=O)c2ccc(Cl)nc2)CC1	-12%	-10%	-7%	0%	7	7%	5	-5%
COCCNC(=S)c1ccc(Br)cc1	?	-12%	4%	8%	5	-2%	-6	14%
CCOC(=O)C1=C(C)Nc2ccccc2N=C1NC(=O)C1CCN(C(=O)c2ccccc2C)CC1	-7%	1%	11%	0%	8	0%	-2	15%
O=C(Nc1nc2c(Br)cc(Br)cc2c(=O)s1)c1ccco1	-7%	-2%	-19%	-4%	-3	-1%	8	-12%
CC[C@]1(C(=O)OC)[C@H]2C(=O)N(C)C(=O)[C@H]2[C@H]2CN=C(SCc3ccccc3)N21	9%	-1%	11%	6%	11	3%	3	2%
COc1ccc(-n2ncc(C(=O)N3CCOCC3)c2C2CCN(C(=O)OC(C)(C)C)CC2)cc1	3%	.	17%	.	.	.	7	6%
O=C(C1CCCCC1)N1CCC(CO)(Cc2ccccc2Cl)CC1	26%	?	-4%	1%[57.1 µM]	-4	1%	1	?
COc1ccc(-c2noc(CCC(=O)NCc3ccc(OC)cc3OC)n2)cc1	25%	.	-6%	.	.	.	-5	5%
NC(=O)CSc1nnc(-c2ccc([N+](=O)[O-])cc2)o1	-32%[inhibitor]	-2%	1%	12%	-17	6%	-3	-22%
CSc1ccccc1NC(=O)CN(C)Cc1cc(=O)n2ccsc2n1	4%[9.22 µM]	0%	15%	15%	7	4%	-8	5%

Taken from above.
EPAC2 antag with COc1ccc(CN2CCNC(=O)C2CC(=O)NCCC2=CCCCC2)c(F)c1 (stereo not given) = -4%
EPAC2 agonist with CCOC(=O)c1c(NC(C)=O)sc2c1CCN(Cc1ccccc1)C2 = 6%

Further records:
SMILES	TDP-43 yeast inh	aSyn rescue	FUS suppressor	EPAC2 antag	D3 antag	EPAC2 agonist	DRD3 agonist	Abeta rescue
Cc1ccccc1C(=O)Nc1sc2c(c1C(=O)O)CCC2	-28%	0%	13%	5%	-10	0%	5	-9%
CCc1c(C)nc2ncnn2c1NCCc1ccccc1	13%	0%	1%	8%	-10	2%	3	3%
O=[N+]([O-])c1cc(S(=O)(=O)N2CCCC2)ccc1NN=C1CCCC1	-31%[inhibitor]	-1%	.	13%	-9	0%	2	12%
O=C(N/N=C/c1ccccn1)C(O)c1ccccc1 (stereo not given)	6%	-10%	-5%	2%	0	0%	-3	2%
CC[C@@H](C)[C@@H]1CN([C@@H](C)CN2CCC[C@H]2CN2C(N)=NC[C@H]2C(C)C)C(=N)N1CCc1ccc(Cl)c(Cl)c1	-7%	12%	-7%	12%	?	7%	-23	-5%
CCN(CC)C(=O)C1=C(C)N(Cc2ccc(OC)cc2)C(=O)C(CC(=O)NCC2CCCCC2)C1 (stereo not given)	19%	1%	22%	8%	-27	9%	-1	7%
COC(=O)[C@]1(C)N[C@H](CN(C)C(=O)c2ccccc2)[C@@H]2C(=O)N(C)C(=O)[C@@H]21	12%	3%	-35%	31%	-3	4%	1	10%
O=C(NCSc1ccnc(SCNC(=O)c2ccccc2)n1)c1ccccc1	0%	-1%	5%	4%	?	3%	-6	16%
O=c1[nH]c(N2CCOCC2)cc2ccccc12	13%	-2%	-5%	10%	0	4%	-31	-18%
CCN(C[C@H]1N[C@@](C)(C(=O)OC)[C@H]2C(=O)N(C)C(=O)[C@@H]12)S(=O)(=O)c1ccc(F)cc1	3%	2%	-10%	8%	17	8%	-15	-8%

Entries above that contain an aryl thioether with sulfur outside any ring, in the order listed:
SMILES	TDP-43 yeast inh	aSyn rescue	FUS suppressor	EPAC2 antag	D3 antag	EPAC2 agonist	DRD3 agonist	Abeta rescue
CCOc1ccc(NC(=O)C(C)Sc2nnc(C)n2C)cc1 (stereo not given)	5%	4%	-18%	0%	-16	6%	1	2%
CCOC(=O)C1CCN(c2nc(N)c3c(N)nc(SCC(=O)O)cc3c2C#N)CC1	0%	-1%	35%	0%	-17	10%	1	23%
Cc1ccccc1NC(=O)CSc1ccc2nnc(-c3ccccn3)n2n1	5%	0%	18%	2%	3	1%	4	1%
CC(Sc1nnc2ccc3ccccc3n12)C(=O)Nc1ccc(Cl)cc1 (stereo not given)	15%	.	-3%	.	.	.	12	0%
CCOc1ccc(-c2nnc(SCC(=O)NCc3ccc(C)cc3)nc2-c2ccc(OCC)cc2)cc1	10%	.	18%	.	.	.	-14	-16%
NC(=O)CSc1nnc(-c2ccc([N+](=O)[O-])cc2)o1	-32%[inhibitor]	-2%	1%	12%	-17	6%	-3	-22%
CSc1ccccc1NC(=O)CN(C)Cc1cc(=O)n2ccsc2n1	4%[9.22 µM]	0%	15%	15%	7	4%	-8	5%
O=C(NCSc1ccnc(SCNC(=O)c2ccccc2)n1)c1ccccc1	0%	-1%	5%	4%	?	3%	-6	16%
